# INS-1E ATP HTS: protection of INS-1E cells from cytokine death, primary screen, ATP luminescence, single point; INS-1E cytokine-induced death, 48 h; normalised: neutral wells 0, positive control 100; 20,000 compounds, 0.1% hits; protection from cytokine-induced ATP loss, % at 10 µM;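 active = mean replicate protection from cytokine-induced ATP loss at least 50% and at least 75% of replicates each reaching 50%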
#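 Material: INS-1E rat cells; Quantity: 8000 cells/well; Buffer or medium: phenol-red-free RPMI with 5% fetal bovine serum; Probe or stimulus: cytokine cocktail of IFN-γ, TNF-α and IL-1β; Compound dosing: single test concentration per compound, delivered by pin transfer; Incubation: 48 h co-treatment, 10 min post-lysis read; Signal: CellTiter-Glo luminescence.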
# T cruzi intra: inhibitors of intracellular Trypanosoma cruzi, primary screen, cell-based, plate reader, single point, set 2; intracellular Trypanosoma cruzi in host cells; AID 651903, 2012; activity score (inhibition), % at 5.01 µM; 22,000 compounds, 4.9% hits; in the data active = activity score above about 55%;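 also: parasites and compound incubated about four days before reading; 0% = median of neutral control wells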
# * marks the source's active call; other numbers are inactive results; x = no result given. A portion of the library (hit frequency here may not be typical).
SMILES,INS-1E ATP HTS,T cruzi intra
CC(C)NC(=O)N(C)C[C@@H]1Oc2ccc(NS(=O)(=O)c3cccs3)cc2CC(=O)N([C@H](C)CO)C[C@H]1C,15,-18
COc1ccc(NC(=O)N(C)C[C@@H]2Oc3ncc(C#Cc4ccc(OC)c(OC)c4)cc3C(=O)N([C@H](C)CO)C[C@@H]2C)cc1,x,47
COc1ccc(S(=O)(=O)N(C)C[C@@H]2Oc3c(NS(=O)(=O)c4cccs4)cccc3C(=O)N([C@@H](C)CO)C[C@@H]2C)cc1,0,18
Cc1noc(C)c1NC(=O)N(C)C[C@H]1Oc2ccc(NS(=O)(=O)c3cn(C)cn3)cc2C(=O)N([C@@H](C)CO)C[C@@H]1C,x,-15
C[C@H]1CN([C@@H](C)CO)C(=O)c2cc(NC(=O)Nc3ccccc3)ccc2O[C@H]1CN(C)S(=O)(=O)c1ccccc1,3,8
C[C@@H]1CN([C@@H](C)CO)C(=O)c2cccc(NS(=O)(=O)c3ccc(Cl)cc3)c2O[C@@H]1CN(C)S(C)(=O)=O,5,0
COc1ccc(S(=O)(=O)Nc2cccc3c2O[C@H](CN(C)S(=O)(=O)c2ccc(Cl)cc2)[C@@H](C)CN([C@@H](C)CO)C3=O)cc1,2,16
COc1ccc(S(=O)(=O)N(C)C[C@@H]2Oc3ccc(NC(=O)C4CCCCC4)cc3CC(=O)N([C@H](C)CO)C[C@@H]2C)cc1,-2,-11
COc1ccc(S(=O)(=O)N(C)C[C@@H]2Oc3c(NC(=O)C4CCCCC4)cccc3C(=O)N([C@H](C)CO)C[C@@H]2C)cc1,8,-20
C[C@@H]1CN([C@@H](C)CO)C(=O)c2cc(NS(C)(=O)=O)ccc2O[C@H]1CN(C)Cc1ccccc1,13,-11
Cc1ccc(S(=O)(=O)Nc2ccc3c(c2)C(=O)N([C@H](C)CO)C[C@H](C)[C@H](CN(C)S(=O)(=O)c2cccs2)O3)cc1,x,12
C[C@@H]1CN([C@H](C)CO)C(=O)c2cc(N(C)C)ccc2O[C@H]1CN(C)Cc1ccc(C(=O)Nc2ccccc2N)cc1,31,63*
C[C@@H]1CCCCO[C@@H](CN(C)S(C)(=O)=O)[C@@H](C)CN([C@H](C)CO)C(=O)c2cc(NC(=O)CCC(F)(F)F)ccc2O1,-19,-4
COc1ccc(S(=O)(=O)Nc2ccc3c(c2)CC(=O)N([C@H](C)CO)C[C@@H](C)[C@H](CN(C)Cc2ccc(-c4ccccc4)cc2)O3)cc1,-9,20
CC(C)NC(=O)Nc1ccc2c(c1)C(=O)N([C@H](C)CO)C[C@H](C)[C@@H](CN(C)C(=O)C1CCCCC1)OCCCC[C@@H](C)O2,8,-9
C[C@H]1CN([C@@H](C)CO)C(=O)c2cccc(NC(=O)C3CCCCC3)c2O[C@@H]1CN(C)C(=O)Nc1cccc2ccccc12,3,-49
C[C@@H]1CCCCO[C@H](CN(C)Cc2ccccc2)[C@@H](C)CN([C@H](C)CO)C(=O)c2cc(NC(=O)c3ccncc3)ccc2O1,2,-11
COc1ccc(NC(=O)N(C)C[C@@H]2Oc3c(NC(=O)c4cc(C)nn4C)cccc3C(=O)N([C@H](C)CO)C[C@H]2C)cc1,3,-22
C[C@@H]1CN([C@@H](C)CO)C(=O)Cc2cc(NC(=O)CCN3CCOCC3)ccc2O[C@@H]1CN(C)CC1CC1,12,-6
C[C@@H]1CN([C@H](C)CO)C(=O)c2cccc(NC(=O)NC3CCCCC3)c2O[C@H]1CN(C)S(=O)(=O)c1ccc(F)cc1,12,11
CNC[C@H]1Oc2c(N)cccc2C(=O)N([C@H](C)CO)C[C@@H]1C,2,13
C[C@@H]1CN([C@@H](C)CO)C(=O)c2cc(NC(=O)Nc3ccc(C(F)(F)F)cc3)ccc2O[C@H]1CN(C)C(=O)Nc1ccc(F)cc1,-10,-5
C[C@H](CO)N1C[C@H](C)[C@H](CN(C)C(=O)Nc2ccc3c(c2)OCO3)Oc2ccc(NS(C)(=O)=O)cc2CC1=O,3,-6
C[C@H]1CN([C@@H](C)CO)C(=O)c2cc(NS(=O)(=O)c3ccc(Cl)cc3)ccc2O[C@@H]1CN(C)C(=O)Nc1ccc(F)cc1,-12,11
COC(=O)CCCCCCC(=O)N/N=C/c1ccc(-c2ccccc2)c(F)c1,5,1

# Ten consecutive compounds from above, quoted:
SMILES,INS-1E ATP HTS,T cruzi intra
Cc1noc(C)c1NC(=O)N(C)C[C@H]1Oc2ccc(NS(=O)(=O)c3cn(C)cn3)cc2C(=O)N([C@@H](C)CO)C[C@@H]1C,x,-15
C[C@H]1CN([C@@H](C)CO)C(=O)c2cc(NC(=O)Nc3ccccc3)ccc2O[C@H]1CN(C)S(=O)(=O)c1ccccc1,3,8
C[C@@H]1CN([C@@H](C)CO)C(=O)c2cccc(NS(=O)(=O)c3ccc(Cl)cc3)c2O[C@@H]1CN(C)S(C)(=O)=O,5,0
COc1ccc(S(=O)(=O)Nc2cccc3c2O[C@H](CN(C)S(=O)(=O)c2ccc(Cl)cc2)[C@@H](C)CN([C@@H](C)CO)C3=O)cc1,2,16
COc1ccc(S(=O)(=O)N(C)C[C@@H]2Oc3ccc(NC(=O)C4CCCCC4)cc3CC(=O)N([C@H](C)CO)C[C@@H]2C)cc1,-2,-11
COc1ccc(S(=O)(=O)N(C)C[C@@H]2Oc3c(NC(=O)C4CCCCC4)cccc3C(=O)N([C@H](C)CO)C[C@@H]2C)cc1,8,-20
C[C@@H]1CN([C@@H](C)CO)C(=O)c2cc(NS(C)(=O)=O)ccc2O[C@H]1CN(C)Cc1ccccc1,13,-11
Cc1ccc(S(=O)(=O)Nc2ccc3c(c2)C(=O)N([C@H](C)CO)C[C@H](C)[C@H](CN(C)S(=O)(=O)c2cccs2)O3)cc1,x,12
C[C@@H]1CN([C@H](C)CO)C(=O)c2cc(N(C)C)ccc2O[C@H]1CN(C)Cc1ccc(C(=O)Nc2ccccc2N)cc1,31,63*
C[C@@H]1CCCCO[C@@H](CN(C)S(C)(=O)=O)[C@@H](C)CN([C@H](C)CO)C(=O)c2cc(NC(=O)CCC(F)(F)F)ccc2O1,-19,-4

# New compounds follow
SMILES,INS-1E ATP HTS,T cruzi intra
C[C@@H]1CN([C@@H](C)CO)C(=O)c2cccc(NC(=O)C3CCOCC3)c2O[C@@H]1CN(C)Cc1ccc(Cl)c(Cl)c1,-7,10
C[C@H]1CN([C@@H](C)CO)C(=O)c2cccc(NC(=O)c3ccc(-c4nccs4)cc3)c2O[C@H]1CN(C)CC1CC1,-3,-38
Cc1ccc(S(=O)(=O)Nc2ccc3c(c2)CC(=O)N([C@@H](C)CO)C[C@H](C)[C@@H](CN(C)C(=O)Nc2ccccc2)O3)cc1,4,24
COc1ccc(CN(C)C[C@H]2Oc3ccc(NC(=O)C4CC4)cc3C(=O)N([C@@H](C)CO)C[C@H]2C)cc1,2,-3
C[C@@H]1CN([C@H](C)CO)C(=O)c2cc(N(C)C)ccc2O[C@@H]1CN(C)C,5,-26
COC(=O)CCCCCCC(=O)N/N=C/c1cc(OC)c(O)cc1Br,2,4
C[C@H]1CN([C@@H](C)CO)C(=O)Cc2cc(NC(=O)Nc3ccccc3)ccc2O[C@@H]1CN(C)C(=O)Nc1ccccc1,-15,-10
C[C@H](CO)N1C[C@H](C)[C@@H](CN(C)Cc2ccc(C(F)(F)F)cc2)Oc2c(NS(=O)(=O)c3ccc(Cl)cc3)cccc2C1=O,-6,10
C[C@@H]1CN([C@H](C)CO)C(=O)c2cc(NC(=O)Cn3cnnn3)ccc2O[C@@H]1CN(C)S(C)(=O)=O,9,-12
COc1ccc(NC(=O)N(C)C[C@@H]2Oc3c(NS(=O)(=O)c4c(C)noc4C)cccc3C(=O)N([C@@H](C)CO)C[C@@H]2C)cc1,9,-9
C[C@@H]1CN([C@@H](C)CO)C(=O)CCCn2nncc2CO[C@@H]1CN(C)C(=O)Nc1cccc2ccccc12,x,-14
Cc1noc(C)c1NC(=O)Nc1ccc2c(c1)C(=O)N([C@H](C)CO)C[C@H](C)[C@H](CN(C)C)O2,2,-11
C[C@H]1CN([C@@H](C)CO)C(=O)Cc2cc(NS(=O)(=O)c3ccccc3)ccc2O[C@H]1CN(C)S(C)(=O)=O,12,-21
COc1ccc(S(=O)(=O)Nc2ccc3c(c2)CC(=O)N([C@@H](C)CO)C[C@@H](C)[C@@H](CN(C)Cc2ccc(Cl)c(Cl)c2)O3)cc1,-39,63*
COc1cccc(CN(C)C[C@H]2OCc3cnnn3CCCC(=O)N([C@H](C)CO)C[C@H]2C)c1,x,8
C[C@H]1CN([C@@H](C)CO)C(=O)c2cc(NS(=O)(=O)c3ccc(Cl)cc3)ccc2O[C@H]1CN(C)Cc1ccc(C(=O)Nc2ccccc2N)cc1,37,73*
C[C@H](CO)N1C[C@H](C)[C@@H](CN(C)S(=O)(=O)c2ccc(-c3ccccc3)cc2)OCc2cn(nn2)CCCC1=O,6,2
CNC[C@@H]1Oc2c(NS(=O)(=O)c3cccs3)cccc2C(=O)N([C@@H](C)CO)C[C@H]1C,7,-23
COc1ccc(S(=O)(=O)N(C)C[C@@H]2Oc3ccc(NC(=O)c4ccncc4)cc3C(=O)N([C@@H](C)CO)C[C@H]2C)cc1,6,-19
C[C@@H]1CN([C@@H](C)CO)C(=O)c2cc(NC(=O)Nc3ccc(C(F)(F)F)cc3)ccc2O[C@@H]1CN(C)S(=O)(=O)c1cccs1,7,45
C[C@H]1CN([C@@H](C)CO)C(=O)c2cccc(NC(=O)C3CCCCC3)c2O[C@@H]1CN(C)C(=O)Nc1ccccc1,1,-49
C[C@@H]1CN([C@@H](C)CO)C(=O)c2cccc(NC(=O)c3nc4ccccc4s3)c2O[C@@H]1CN(C)S(=O)(=O)c1ccccc1,-40,60*
CC(C)NC(=O)N(C)C[C@H]1OCCCC[C@@H](C)Oc2ccc(NS(=O)(=O)c3ccc(Cl)cc3)cc2C(=O)N([C@H](C)CO)C[C@@H]1C,2,2
C[C@@H]1CN([C@H](C)CO)C(=O)c2cccc(NS(C)(=O)=O)c2O[C@H]1CN(C)S(=O)(=O)c1ccccc1,9,-11
C[C@H](CO)N1C[C@H](C)[C@H](CN(C)C(=O)NC2CCCCC2)Oc2ncc(Br)cc2C1=O,x,-4
# Other entries.
SMILES,INS-1E ATP HTS,T cruzi intra
C[C@@H]1CN([C@H](C)CO)C(=O)Cc2cc(NC(=O)Nc3ccc4c(c3)OCO4)ccc2O[C@H]1CN(C)Cc1ccncc1,10,-21
COc1ccccc1NC(=O)N(C)C[C@H]1OCc2cnnn2CCCC(=O)N([C@@H](C)CO)C[C@H]1C,x,-11
O=C(O)CCCCCC(=O)N/N=C/c1cc(O)ccc1Br,5,-18
C[C@H]1CN([C@@H](C)CO)C(=O)c2cc(NC(=O)Nc3cccc4ccccc34)ccc2O[C@H]1CN(C)Cc1ccccc1,-5,-16
COc1ccc(S(=O)(=O)Nc2ccc3c(c2)C(=O)N([C@H](C)CO)C[C@@H](C)[C@H](CN(C)C(=O)Nc2ccccc2)O3)cc1,2,-7
C[C@@H]1CN([C@H](C)CO)C(=O)c2cccc(NC(=O)Nc3ccc4c(c3)OCO4)c2O[C@@H]1CN(C)Cc1ccc(C(=O)Nc2ccccc2N)cc1,11,68*
Cc1ccc(CN(C)C[C@@H]2OCc3cnnn3CCCC(=O)N([C@H](C)CO)C[C@H]2C)cc1,x,11
COc1ccc(NC(=O)Nc2ccc3c(c2)C(=O)N([C@@H](C)CO)C[C@@H](C)[C@@H](CN(C)Cc2ccc(-c4ccccc4)cc2)O3)cc1,-31,16
Cc1ccc(S(=O)(=O)Nc2cccc3c2O[C@@H](CN(C)S(=O)(=O)c2ccc(F)cc2)[C@@H](C)CN([C@@H](C)CO)C3=O)cc1,8,-3
C[C@H]1CN([C@@H](C)CO)C(=O)c2cc(NC(=O)CCC(F)(F)F)ccc2O[C@H]1CN(C)C,7,-10
COc1ccc(S(=O)(=O)Nc2cccc3c2O[C@H](CN(C)Cc2ccc(C(=O)O)cc2)[C@H](C)CN([C@H](C)CO)C3=O)cc1,4,-13
C[C@@H]1CCCCO[C@@H](CN(C)Cc2ccc3c(c2)OCO3)[C@@H](C)CN([C@H](C)CO)C(=O)c2cc(NS(=O)(=O)c3cccs3)ccc2O1,-17,21
Cc1ccc(S(=O)(=O)N(C)C[C@@H]2Oc3ccc(NS(=O)(=O)c4ccc(F)cc4)cc3CC(=O)N([C@@H](C)CO)C[C@@H]2C)cc1,-1,13
O=C(NO)c1cccc(C(=O)N/N=C/c2ccc[nH]2)c1,-5,6
CC(C)NC(=O)Nc1ccc2c(c1)C(=O)N([C@H](C)CO)C[C@H](C)[C@H](CN(C)S(=O)(=O)c1ccccc1)O2,-3,13
C[C@@H]1CN([C@H](C)CO)C(=O)c2cc(NC(=O)NC3CCCCC3)ccc2O[C@@H]1CN(C)S(=O)(=O)c1ccccc1,2,-7
CNC[C@@H]1Oc2ccc(NS(=O)(=O)c3ccc(F)cc3)cc2CC(=O)N([C@@H](C)CO)C[C@@H]1C,0,-10
C[C@@H]1CN([C@H](C)CO)C(=O)Cc2cc(NS(=O)(=O)c3ccc(F)cc3)ccc2O[C@H]1CN(C)C(=O)NC1CCCCC1,14,-6
C[C@@H]1CN([C@H](C)CO)C(=O)c2cc(NC(=O)Nc3ccc(C(F)(F)F)cc3)ccc2O[C@H]1CN(C)C(=O)Nc1ccc(F)cc1,-8,7
COC(=O)CCCCCCC(=O)NN=C1CCCC1,5,-5

# Bioassay records from PubChem.
